# From PubChem
# A549 viability: Nrf2 qHTS screen for inhibitors: counterscreen for cytotoxicity; 390,000 tested, 0.16% active; A549 ARE-Fluc cells, CellTiter-Fluor viability, 18-24 h; Potency, µM (top dose mostly 46 µM), for the others: top-dose activity change, negative = cytotoxicity, usual class: inhibitors; AID 504648, 2011; also: % is scaled to controls: 0 for no effect and ±100 for the full control effect
#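 Cytotoxicity counterscreen: CellTiter-Fluor fluorescence was measured in A549 ARE_Fluc cells after 18-24 h of compound exposure in a concentration series. The subsequent BugLite luminescent read reports ARE-luciferase activity.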
# MCF10A rerep: A quantitative high throughput screen for small molecules that induce DNA re-replication in MCF 10a normal breast cells | 350,000 tested, 2.9% active | Potency, µM (titrated, usually from 46.1 µM), for inactives: at the top dose activity, positive = re-replication, most hits filed as activators | MCF 10A DNA re-replication, Hoechst nuclear intensity, 48 h; also: % of control where 0% means no effect; nearly all actives have a fitted effect of over 50% in size
# TGFb SMAD3 inh: qHTS for Inhibitors of TGF-b. Potency, µM (titrated, usually from 46.1 µM), for the others: top-dose activity, negative = inhibition, hits mostly inhibitors. HepG2 CAGA-GFP TGF-b/SMAD3 reporter, GFP fluorescence, 18 h; TGF-beta stimulated, 500 pg/mL final. 410,000 tested, 1.2% active; also: % is scaled to controls: 0 for no effect and ±100 for the full control effect; nearly all actives have a fitted effect of over 65% in size
#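 GFP signal (ex488/em500-530) from TGF-beta-stimulated HEPG2 CAGA-GFP cells, 500 pg/mL final, 18 h at 37 degrees C in DMEM plus 1% FBS, normalized to unstimulated and DMSO-stimulated controls.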
# EPAC2 antag: qHTS for Antagonist of cAMP-regulated guanine nucleotide exchange factor 2 (EPAC2): primary screen | Rap guanine nucleotide exchange factor 4 (Homo sapiens), Q8WZA2 | EPAC2 GEF exchange of Rap1B-BODIPY-GDP, fluorescence | Potency, µM (top dose mostly 114 µM), for inactives: top-dose activity, negative = inhibition, usual class: inhibitors | 360,000 tested, 0.18% active; also: % is scaled to controls: 0 for no effect and ±100 for the full control effect; nearly all actives have a fitted effect of over 45% in size; many of its hits are not listed in these tables
# Target sequence (Q8WZA2 whole entry, looked up): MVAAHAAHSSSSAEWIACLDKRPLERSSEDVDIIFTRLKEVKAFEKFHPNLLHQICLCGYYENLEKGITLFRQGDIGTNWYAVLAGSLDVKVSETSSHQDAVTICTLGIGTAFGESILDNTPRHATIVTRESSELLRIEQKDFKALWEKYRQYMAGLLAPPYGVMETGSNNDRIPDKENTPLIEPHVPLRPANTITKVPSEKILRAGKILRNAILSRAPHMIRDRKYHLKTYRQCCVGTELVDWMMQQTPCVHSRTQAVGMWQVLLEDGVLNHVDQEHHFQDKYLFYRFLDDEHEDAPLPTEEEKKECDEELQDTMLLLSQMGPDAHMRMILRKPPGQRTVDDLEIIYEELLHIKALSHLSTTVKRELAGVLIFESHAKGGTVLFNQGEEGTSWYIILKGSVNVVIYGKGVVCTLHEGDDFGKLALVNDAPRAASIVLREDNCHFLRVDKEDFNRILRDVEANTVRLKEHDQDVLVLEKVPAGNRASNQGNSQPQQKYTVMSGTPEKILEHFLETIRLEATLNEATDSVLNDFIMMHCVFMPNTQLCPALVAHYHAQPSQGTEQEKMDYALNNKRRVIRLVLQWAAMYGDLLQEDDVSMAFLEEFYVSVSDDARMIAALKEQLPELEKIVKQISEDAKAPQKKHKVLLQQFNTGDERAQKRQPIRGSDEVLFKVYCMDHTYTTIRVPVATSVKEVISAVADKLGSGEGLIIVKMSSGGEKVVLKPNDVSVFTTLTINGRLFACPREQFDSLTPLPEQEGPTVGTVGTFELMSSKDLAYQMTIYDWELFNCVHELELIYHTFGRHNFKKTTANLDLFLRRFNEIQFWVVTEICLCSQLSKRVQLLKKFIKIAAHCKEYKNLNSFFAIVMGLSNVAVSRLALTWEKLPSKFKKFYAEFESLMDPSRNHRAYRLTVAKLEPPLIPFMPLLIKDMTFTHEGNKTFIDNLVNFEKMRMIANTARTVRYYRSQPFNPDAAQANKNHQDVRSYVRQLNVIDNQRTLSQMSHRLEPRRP
# Nrf2 ARE act: qHTS of Nrf2 Activators. AREc32 ARE-luciferase reporter (MCF7-derived line), luminescence, 24 h. Potency, µM (top dose mostly 46.1 µM), without a hit: at the top dose activation, actives largely listed as activators. 410,000 tested, 0.31% active. AID 624171, 2012; also: % of control where 0% means no effect; nearly all actives have a fitted effect of over 65% in size
#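 AREc32 cells carrying an ARE-driven firefly luciferase reporter were seeded at 1000 cells/well in OPTI-MEM with 5% FBS, then exposed to compound for 24 hr at 37 deg C. Luminescence was read with Steady-Glo after 30 min at RT.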
# HepG2 tox: qHTS for Inhibitors of TGF-b: Cytotox Counterscreen. 410,000 tested, 0.76% active. Potency, µM (titrated, usually from 46.1 µM), for inactives: at the highest dose activity change, negative = cytotoxicity, actives largely listed as cytotoxic. HepG2 CAGA-GFP viability, ATP luminescence, 18 h; also: some results filed as inactive show a strong effect at the top dose
#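 HepG2 CAGA-GFP cells (1000/well, DMEM with 1% FBS) received compound, then TGF-beta at 500 pg/mL final, and were incubated 18 hours at 37 degrees C. Viability was read by CellTiter-Glo luminescence. Media-only wells were set as complete cell-killing and DMSO as no toxicity.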
# Nrf2 block: Nrf2 qHTS screen for inhibitors; Potency, µM (doses to about 46 µM), for the others: top-dose activity change, negative = inhibition, most hits filed as inhibitors; A549 ARE-Fluc reporter, luciferase luminescence, 18-24 h; 360,000 tested, 2.1% active; AID 504444, 2011; also: % is scaled to controls: 0 for no effect and ±100 for the full control effect; nearly all actives have a fitted effect of over 60% in size
#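 Cells were seeded and rested 2 h, then exposed to compounds for 18-24 h. CellTiter-Fluor was read first as a viability measure. BugLite was added 15 min before the final luminescent read of ARE-luciferase activity in A549 cells.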
# ATXN2 expr inh: Primary qHTS for Inhibitors of ATXN expression. Potency, µM (highest dose often 57 µM), for inactives: at the highest dose activity change, negative = inhibition, usual class: inhibitors. HEK-293 ATXN2-luciferase reporter, luminescence, 24 h. 360,000 tested, 0.72% active; also: % is scaled to controls: 0 for no effect and ±100 for the full control effect; nearly all actives have a fitted effect of over 55% in size
#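 qHTS (up to 57 uM final) was run with 24 h compound exposure of reporter cells at 37 °C. Each well was multiplexed: SteadyGlo luminescence measured ATXN2-luciferase expression after a fluorogenic Gly-Phe-AFC viability readout (25 uM final).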
# ATXN viability: Viability Counterscreen for Primary qHTS for Inhibitors of ATXN expression | 400,000 tested, 0.49% active | S2 cells (HEK-293 line with an ATXN2-luciferase reporter) viability, CellTiter-Fluor protease fluorescence, 24 h | Potency, µM (titrated, usually from 56.7 µM), actives largely listed as cytotoxic; also: nearly all actives have a fitted effect of over 40% in size
# Numbers without * were called inactive; i = inactive; ? = inconclusive; · = not tested or not shown; [ ] = dose if it differs, or a comment. Calls follow the shape of the dose curve; as a rule, active = well fitted curve in the direction sought with a large enough effect; inconclusive = small, poorly fitted or top-dose-only effect, or another doubt; inactive = no such curve, though single readings can be large; an effect the other way counts as inactive or inconclusive. Potency is read from the fitted curve at half-maximal effect.
nr	SMILES	A549 viability	MCF10A rerep	TGFb SMAD3 inh	EPAC2 antag	Nrf2 ARE act	HepG2 tox	Nrf2 block	ATXN2 expr inh	ATXN viability
1	COC1CC(C)C(OC)c2cc(O)cc(c2O)NC(=O)C(C)=CC=CC(C)C(OC(N)=O)C(C)=CC(C)C1OC (centres undefined)	?	5.8µM*	7.1µM*	-17%	?	1%	?	3.8µM*	?
2	O=C(O)Cn1cc(C(=O)c2ccccc2F)c2ccccc21	0%	1%	1%	14%	0.2%	-2%	?	11%	i
3	CCc1ccc(-c2nc(CSCC(=O)N3CCN(c4ccc(F)cc4)CC3)c(C)o2)cc1	-20%	·	-14%	·	0.4%	-26%	7.3µM*	·	·
4	COc1ccc(C(=O)C2CCCN(Cc3ccccn3)C2)c(OC)c1 (centres undefined)	4%	6%	3%	-2%[57.1 µM]	0.3%	-10%	?	·	i
5	COc1ccc(C2=NCc3nnc(C)n3-c3ccc(Cl)cc32)cc1Cl	?	11%	4%	5%	?	-34%	-22%	0%	i
6	O=C(CSC1c2ccccc2-c2ccccc21)N/N=C/c1ccccc1O	21µM*	2.1µM*	?	-9%	3.7%	-32%	5.2µM*	?	i
7	CC(C)(C)c1nc(NCc2ccc3c(c2)OCO3)c2nnn(Cc3ccccc3Cl)c2n1	0%	-3%	0%	0%	-0.6%	3%	-11%	-1%	i
8	COc1ccc(OCC(=O)N2CCN(C3CCC(c4ccccc4)CC3)CC2)cc1 (centres undefined)	3%	?	-16%	-16%	0.4%	-22%	-2%	-23%	i
9	CC(=NCCN1CCOCC1)c1c(O)n(C2CCCCC2)c(=O)[nH]c1=O	-2%	-181%[0.0737 µM]	?	8%	0.7%	1%	2%	14%	i
10	CCOP(=O)(OCC)C(Nc1ccccc1)c1cccnc1 (centres undefined)	-1%	0%	-4%	6%	-0.4%	-40%	-5%	·	i
11	COC(=O)C1=C(c2ccc(C(C)=O)cc2)C[C@@H]2CC[C@H]1N2C(=O)N1CCOCC1	1%	3%	8%	-5%	-1.8%	-7%	-11%	2%	i
12	Cn1c(O)c(/C=N/NC(=O)c2ccncc2)c(=O)n(C)c1=S	-22%	9.2µM*	-6%	5%	4.9%	-22%	10%	·	i
13	C/C=C(\C)C(=O)N[C@@H](c1ccccc1)[C@@H](O)C(=O)O[C@H]1C[C@@]2(O)[C@@H](OC(=O)c3ccccc3)C3[C@](C)(C(=O)[C@H](OC(C)=O)C(=C1C)C2(C)C)[C@@H](O)C[C@H]1OC[C@@]31OC(C)=O (some centres undefined)	-18%	0.29µM*	-20%	-3%	-0.6%	-15%	-5%	-19%	?
14	NP(=O)(Oc1ccccc1)Oc1ccccc1	-1%	-15%	8%	-3%	0.1%	-11%	9%	0%	i
15	C[C@]1(O)CCC2C3CC[C@H]4C[C@@H](OC(=O)[C@@H](N)CCCCN)CC[C@]4(C)C3CC[C@@]21C (some centres undefined)	·	·	-3%	2%	-0.6%	-36%	·	·	i
16	Cc1ccc(-n2nc(C)c3c2NC(=O)CSC3c2ccc3c(c2)OCO3)cc1 (centres undefined)	1%	-1%	-21%	-10%	0.3%	-21%	·	9%	i
17	O=C(Nc1cccc(C(F)(F)F)c1)c1cccn(Cc2ccc3c(c2)OC(F)(F)O3)c1=O	-24%	?	0%	-8%	5.2%	-35%	?	-7%	i
18	CN(C)c1nn(C(=O)Nc2cccc(C(F)(F)F)c2)cc1-c1ccccc1	3%	?	-10%	-6%	-0.8%	19%	-30%	2%	i
19	CCC1(CCO)C(=O)NC(=S)NC1=O	2%	0%	4%	9%	0.2%	-7%	7%	5%	i
20	CN1C(=O)C(=Cc2ccccc2OCCOc2ccc([N+](=O)[O-])cc2)C(=O)N(C)C1=O	0%	?	-1%	2%	0.6%	-17%	-4%	-12%	?
21	CN(C)c1ccc(NC(=O)CN2C(=O)CN=C(c3ccccc3)c3ccccc32)cc1	6%	?	-1%	9%	5.1%	0%	-2%	-2%	i
22	O=C1NC(=O)N(c2ccc3c(c2)OCO3)C(=O)/C1=C\c1ccc(N2CCCCC2)o1	?	3%	6%	-5%	-0.1%	-6%	-16%	0%	?
23	CCCCCCn1c(O)c(/C=N/N2CCCCCC2)c(=O)[nH]c1=O	1%	-6%	9%	-3%	0.3%	11%	-2%	6%	i
24	COc1ccccc1-n1c(CNCC2CCCO2)nc2ccccc2c1=O (centres undefined)	?	19%	0%	-3%	-1.6%	-32%	-6%	-18%	i

# An excerpt of these results, with one line to a screen.
15) C[C@]1(O)CCC2C3CC[C@H]4C[C@@H](OC(=O)[C@@H](N)CCCCN)CC[C@]4(C)C3CC[C@@]21C (some centres undefined)
16) Cc1ccc(-n2nc(C)c3c2NC(=O)CSC3c2ccc3c(c2)OCO3)cc1 (centres undefined)
17) O=C(Nc1cccc(C(F)(F)F)c1)c1cccn(Cc2ccc3c(c2)OC(F)(F)O3)c1=O
18) CN(C)c1nn(C(=O)Nc2cccc(C(F)(F)F)c2)cc1-c1ccccc1
19) CCC1(CCO)C(=O)NC(=S)NC1=O
20) CN1C(=O)C(=Cc2ccccc2OCCOc2ccc([N+](=O)[O-])cc2)C(=O)N(C)C1=O
21) CN(C)c1ccc(NC(=O)CN2C(=O)CN=C(c3ccccc3)c3ccccc32)cc1
22) O=C1NC(=O)N(c2ccc3c(c2)OCO3)C(=O)/C1=C\c1ccc(N2CCCCC2)o1
23) CCCCCCn1c(O)c(/C=N/N2CCCCCC2)c(=O)[nH]c1=O

Screen / compound no. | 15 | 16 | 17 | 18 | 19 | 20 | 21 | 22 | 23
A549 viability | · | 1% | -24% | 3% | 2% | 0% | 6% | ? | 1%
MCF10A rerep | · | -1% | ? | ? | 0% | ? | ? | 3% | -6%
TGFb SMAD3 inh | -3% | -21% | 0% | -10% | 4% | -1% | -1% | 6% | 9%
EPAC2 antag | 2% | -10% | -8% | -6% | 9% | 2% | 9% | -5% | -3%
Nrf2 ARE act | -0.6% | 0.3% | 5.2% | -0.8% | 0.2% | 0.6% | 5.1% | -0.1% | 0.3%
HepG2 tox | -36% | -21% | -35% | 19% | -7% | -17% | 0% | -6% | 11%
Nrf2 block | · | · | ? | -30% | 7% | -4% | -2% | -16% | -2%
ATXN2 expr inh | · | 9% | -7% | 2% | 5% | -12% | -2% | 0% | 6%
ATXN viability | i | i | i | i | i | ? | i | ? | i

# Following part
nr	SMILES	A549 viability	MCF10A rerep	TGFb SMAD3 inh	EPAC2 antag	Nrf2 ARE act	HepG2 tox	Nrf2 block	ATXN2 expr inh	ATXN viability
25	COc1ccc(-n2c(O)c(C(C)=NCCCn3ccnc3)c(=O)[nH]c2=O)cc1	-5%	-1%	-4%	-5%	-1.0%	-2%	0%	20%	i
26	CCC(C)(C)NC(=O)Cn1c(-c2ccc(C)cc2)noc1=O	1%	6%	31%	3%	0.0%	72%	5%	5%	i
27	COC(=O)C1=C(c2ccc(-c3ccccc3)c(F)c2)C[C@@H]2CC[C@H]1N2C(=O)N1CCCC1	-1%	16%	?	-26%	0.6%	-28%	21µM*	?	?
28	CCCCN1C(=O)NC(=O)C2(Cc3cc(C)ccc3N(C)C2)C1=O (centres undefined)	22%	-10%	-1%	18%	0.4%	7%	·	-3%	i
29	Cc1ccccc1OP(N)(=O)Oc1ccccc1C	0%	-45%[inhibitor]	15%	-9%	2.2%	13%	2%	-18%	i
30	CC(C)c1nc2oc3c(NCc4ccccn4)ncnc3c2c2c1COC(C)(C)C2	2%	-16%	3%	7%	0.0%	12%	6%	0%	i
31	OCCN1C2CCC1CC(O)(c1ccc(F)cc1)C2 (centres undefined)	12%	-1%	-6%	-4%	-0.4%	3%	0%	-8%	i
32	CC(C)CN1Cc2cc(-c3cccc(F)c3)ccc2-n2nncc2C1	·	·	?	-21%	4.9%	-13%	·	-4%	i
33	Cc1cccn2c(=O)c3c(nc12)N1CCc2ccccc2C1C1(C3)C(=O)NC(=O)N(C)C1=O (centres undefined)	3%	-5%	-12%	2%	-0.6%	7%	?	6%	i
34	COc1ccc(OC)c(NC2=NCCS2)c1	2%	-12%	9%	-1%	-0.5%	-3%	0%	5%	i
35	Cc1c(N=Nc2c(O)n(-c3ccc(Br)cc3)c(=O)[nH]c2=O)c(=O)n(-c2ccccc2)n1C	-12%	?	4%	-8%	-0.7%	12%	-4%	-23%	i
36	COc1ccc(CC(=O)N2CCN(C)CC2)cc1	0%	13%	-1%	-7%	0.0%	-5%	0%	8%	i
37	COc1ccc(CCNCc2ccccn2)cc1OC	13%	2%	-2%	2%	-0.4%	-19%	19%	-3%	i
38	CC(=NCCCn1ccnc1)c1c(O)n(C)c(=O)n(C)c1=O	16%	-4%	-6%	6%	-1.0%	-5%	2%	8%	i
39	Cc1nn(C)c(C)c1C1C(C#N)=C(N)Oc2n[nH]c(C)c21 (centres undefined)	-15%	?	?	-1%	0.0%	3%	5%	-7%	i
40	CN(C(=O)Cc1ccc2c(c1)OCO2)C1CCCN(Cc2ccccc2F)C1 (centres undefined)	2%	-3%	5%	-3%	-0.2%	-2%	2%	6%	i
41	Fc1ccc(CNCCc2c[nH]c3ccccc23)cc1	0%	-3%	-6%	0%	0.4%	-41%	-8%	?	i
42	O=C(CCN1CC1)OCCOC(=O)CCN1CC1	-20%	17%	1%	4%	-0.2%	0%	-15%	-30%	?
43	COc1ccc(Cn2c(O)c(C=NCCCn3ccnc3)c(=O)[nH]c2=O)cc1	4%	?	-11%	18%	-0.1%	6%	?	-11%	i
44	COc1cc(/C=C2\C(=O)NC(=O)N(c3ccccc3)C2=O)cc(OC)c1O	3%	?	26%	-11%	0.2%	-1%	9%	-3%	i

# The list is partial; the hit share may differ from the screen's.
